KCNQ2 block – KCNQ2 potassium channel inhibitors, primary screen, cell-based, CHO-K1, FluxOR thallium flux, B-score (AID 2156) | O88943 | hit rate 1.1% among 310,000 | B-score at 10 µM | 20 min; stronger effect = lower value;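 active = fluorescence ratio B-score at most minus 3 library SDs, with starting brightness B-score within 2 library SDs, cut at about -5.5 in these data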
Kir21 inh – Kir2.1 (mouse) channel inhibition; P35561; HEK293-Kir2.1, FluxOR thallium flux fluorescence; stronger effect = lower value; B-score at 10 µM; hit rate 0.85% among 310,000; AID 1672;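 active = fluorescence ratio B-score at or below minus 3 SD of library scores, with starting-brightness B-score within 2 SD, cut at about -4.2 in these data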;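 note: channel flux triggered by added potassium and thallium sulfate stimulus; B-score of peak minus minimum fluorescence over baseline after thallium stimulus; more negative B-score means stronger Kir2.1 block with less thallium influx; some compounds called inactive have numbers as strong as hits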
Target sequence (P35561 whole entry, looked up): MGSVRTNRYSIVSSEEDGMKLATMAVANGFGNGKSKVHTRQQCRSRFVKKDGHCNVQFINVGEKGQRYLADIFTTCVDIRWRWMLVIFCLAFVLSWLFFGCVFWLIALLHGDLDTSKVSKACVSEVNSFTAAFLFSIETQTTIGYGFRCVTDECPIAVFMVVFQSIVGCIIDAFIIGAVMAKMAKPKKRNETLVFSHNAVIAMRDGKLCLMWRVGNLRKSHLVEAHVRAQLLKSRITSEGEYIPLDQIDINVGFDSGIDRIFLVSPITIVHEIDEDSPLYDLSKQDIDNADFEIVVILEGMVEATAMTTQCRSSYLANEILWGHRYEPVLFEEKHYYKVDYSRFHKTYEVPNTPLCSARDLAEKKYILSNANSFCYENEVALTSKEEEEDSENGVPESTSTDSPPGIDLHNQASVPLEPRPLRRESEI
* hit, by the source's call. Random draw from the library; overall some 1.9% were active at least once.

Fc1ccc(-c2nc(-c3cccs3)no2)cc1 was read as KCNQ2 block inactive and Kir21 inh -0.42.
Screening Cc1ccccc1C(=O)NNC(=O)c1ccoc1C returned KCNQ2 block inactive and Kir21 inh 0.81.
Screening Cc1c(CC(=O)NCCCCCC(=O)O)c(=O)oc2c(C)c3oc4c(c3cc12)CCCC4 returned KCNQ2 block inactive and Kir21 inh 0.4.
`CCCCCCCCCC(=O)N/N=C/c1ccc(C)s1` gave KCNQ2 block inactive and Kir21 inh 1.1.
For O=C(O)/C=C/c1ccc(S(=O)(=O)NCc2ccco2)cc1 the results were KCNQ2 block inactive and Kir21 inh 0.03.
N#C/C(=C(/O)c1ccc([N+](=O)[O-])cc1)c1nc2ccccc2[nH]1 was read as KCNQ2 block inactive and Kir21 inh -1.4.
Cc1cc(C)cc(NC(=O)CSc2nnc(-c3ccc(S(=O)(=O)N4CCCC4)cc3)o2)c1 was read as KCNQ2 block inactive and Kir21 inh -0.03.
For COc1ccc(CCN(C)CCC(=O)Nc2c(C)cc(C)cc2C)cc1OC the results were KCNQ2 block inactive and Kir21 inh -1.8.
Screening COc1ccccc1NC1=NC(CO)(CO)CS1 returned KCNQ2 block inactive and Kir21 inh 0.22.
For CCC(=O)Nc1ccc(C(=O)NNC(=O)c2ccc([N+](=O)[O-])cc2)cc1 the results were KCNQ2 block inactive and Kir21 inh 1.2.
CCOCCn1c(CN2CCCCC2C)nc2c1c(=O)n(C)c(=O)n2C (stereo not drawn) was read as KCNQ2 block inactive and Kir21 inh -0.05.
For Cc1cccc(C)c1OCc1nc2ccccc2[nH]1 the results were KCNQ2 block -5.7* and Kir21 inh 0.05.
For Cc1cc2cc(CNC(=O)c3ccc(S(=O)(=O)N4CCOCC4)cc3)ccc2n1C the results were KCNQ2 block inactive and Kir21 inh -2.
`Cc1cccc(N2CCN(C(=O)c3cccs3)CC2)c1C` gave KCNQ2 block inactive and Kir21 inh 2.3.
For Cn1ccnc1CC(O)(c1ccccc1)c1ccccc1 the results were KCNQ2 block inactive and Kir21 inh -0.4.
S=C(NCc1ccco1)N1CCN(c2ccccc2Cl)CC1 was read as KCNQ2 block -5.8* and Kir21 inh -0.38.
Screening CCn1c2ccccc2c2cc(NC(=O)c3ccccc3[N+](=O)[O-])ccc21 returned KCNQ2 block inactive and Kir21 inh 0.53.
Screening CN(C)S(=O)(=O)N1C(=O)c2ccccc2C1=O returned KCNQ2 block inactive and Kir21 inh 0.03.
Screening COc1ccc(/C=C(/C#N)C(=O)Nc2ccccc2C)cc1C(=O)O returned KCNQ2 block inactive and Kir21 inh -1.4.
`CCS(=O)(=O)Nc1cccc(C2=NN(S(=O)(=O)c3ccc(F)cc3)C(c3cccs3)C2)c1` (stereo not drawn) gave KCNQ2 block inactive and Kir21 inh -0.93.
For COc1ccc(C2/C(=C(/O)c3ccccc3)C(=O)C(=O)N2CCCN2CCOCC2)cc1 (stereo not drawn) the results were KCNQ2 block inactive and Kir21 inh 0.71.
For CSc1cccc(NC(=S)N(CCC(C)C)C2CCN(C(C)C)CC2)c1 the results were KCNQ2 block inactive and Kir21 inh 0.09.
Screening Cc1ccc(-n2c(C)cc(/C=N/NC(=O)CN(c3ccc(C)cc3C)S(C)(=O)=O)c2C)cc1 returned KCNQ2 block inactive and Kir21 inh 0.08.
Screening Cc1ccc(C(=O)N2CCC(C(=O)NCc3cccnc3)CC2)cc1 returned KCNQ2 block inactive and Kir21 inh 0.67.
For CCOC(=O)C1=C(COc2ccccc2)NC(=O)NC1c1ccc(Cl)cc1 (stereo not drawn) the results were KCNQ2 block inactive and Kir21 inh 0.22.
For Cc1ccccc1-c1nn(-c2ccc(F)cc2F)cc1CNCCCN(C)C the results were KCNQ2 block inactive and Kir21 inh 0.79.
Screening CCOC(=O)c1sc2ccccc2c1OC(=O)c1ccccc1OC returned KCNQ2 block inactive and Kir21 inh -0.53.
Screening CCC1SC(CC)C(=O)N(CC(=O)NCc2ccc(F)cc2)C1=O (stereo not drawn) returned KCNQ2 block inactive and Kir21 inh 0.56.
Screening COc1ccc(OC)c(C2C3CN(C(C)C)CC=C3C(C#N)=C(N)C2(C#N)C#N)c1 (stereo not drawn) returned KCNQ2 block inactive and Kir21 inh -1.1.
For NS(=O)(=O)c1ccc(CCNC(=O)/C=C/c2cccc([N+](=O)[O-])c2)cc1 the results were KCNQ2 block inactive and Kir21 inh 0.54.
`N/C(=N\OC(=O)Cc1ccccc1[N+](=O)[O-])c1ccccn1` gave KCNQ2 block inactive and Kir21 inh 1.1.
Screening N/C(=N\OC(=O)CC1CCCCC1)c1ccc(Br)cc1 returned KCNQ2 block inactive and Kir21 inh -0.75.
Screening O=C1NCCN1CCNS(=O)(=O)c1ccc(F)c(Cl)c1 returned KCNQ2 block inactive and Kir21 inh -0.38.
For CCC(=O)N1CCN(c2ccc(NC(=O)c3c(F)c(F)c(OC)c(F)c3F)cc2)CC1 the results were KCNQ2 block inactive and Kir21 inh 0.35.
For Cc1ccc(C(=O)CCC(=O)Nc2cccc(C(F)(F)F)c2)cc1C the results were KCNQ2 block inactive and Kir21 inh 0.88.
Screening COc1ccccc1NC(=O)N1CCN(S(C)(=O)=O)CC1 returned KCNQ2 block inactive and Kir21 inh -0.18.
For Nc1ccc(-c2cc(N)n(-c3ccccc3)n2)cc1 the results were KCNQ2 block inactive and Kir21 inh 0.07.
Screening O=C(NC(NNc1ccc([N+](=O)[O-])cc1)(C(F)(F)F)C(F)(F)F)c1ccccc1Cl returned KCNQ2 block inactive and Kir21 inh 0.96.
Screening O=C(COc1cccc2cccnc12)Nc1ccccc1N1CCOCC1 returned KCNQ2 block inactive and Kir21 inh -2.7.
For CC(C)Cc1csc(NC(=O)c2ccc(F)cc2)c1C(=O)O the results were KCNQ2 block inactive and Kir21 inh 0.03.
Screening CCOc1ccc(NC(=S)NC(=O)c2c(Cl)cnn2CC)c([N+](=O)[O-])c1 returned KCNQ2 block inactive and Kir21 inh 0.53.
`CC#CCCC(=O)N1C=Cc2ccccc2C1C#N` (stereo not drawn) gave KCNQ2 block inactive and Kir21 inh 0.16.
Screening CCCCc1ccc(NC(=S)Nc2ccc(Cl)c(S(=O)(=O)N(C)C)c2)cc1 returned KCNQ2 block inactive and Kir21 inh 0.14.
`CN1CCN(c2ccc([N+](=O)[O-])cc2/C=N/NC(=O)c2ccc(F)cc2)CC1` gave KCNQ2 block inactive and Kir21 inh -1.8.
`CCc1cc2c(CN3CCN(C)CC3)cc(=O)oc2cc1O` gave KCNQ2 block inactive and Kir21 inh -1.6.
O/N=C/c1ccnc(SCc2ccc(Cl)cc2)n1 was read as KCNQ2 block inactive and Kir21 inh -0.71.
Cc1ccccc1OCC(=O)N/N=C/c1ccccn1 was read as KCNQ2 block inactive and Kir21 inh 0.73.
Screening CC1(C)SC(=S)N(NC(=O)Nc2cccc3ccccc23)C1N(O)C(=O)Nc1ccccc1 (stereo not drawn) returned KCNQ2 block inactive and Kir21 inh 0.74.

Six records drawn at random from those above:
Screening CCCCc1ccc(NC(=S)Nc2ccc(Cl)c(S(=O)(=O)N(C)C)c2)cc1 returned KCNQ2 block inactive and Kir21 inh 0.14.
O/N=C/c1ccnc(SCc2ccc(Cl)cc2)n1 was read as KCNQ2 block inactive and Kir21 inh -0.71.
Screening O=C(NC(NNc1ccc([N+](=O)[O-])cc1)(C(F)(F)F)C(F)(F)F)c1ccccc1Cl returned KCNQ2 block inactive and Kir21 inh 0.96.
For Nc1ccc(-c2cc(N)n(-c3ccccc3)n2)cc1 the results were KCNQ2 block inactive and Kir21 inh 0.07.
Screening CC1(C)SC(=S)N(NC(=O)Nc2cccc3ccccc23)C1N(O)C(=O)Nc1ccccc1 (stereo not drawn) returned KCNQ2 block inactive and Kir21 inh 0.74.
Screening O=C(COc1cccc2cccnc12)Nc1ccccc1N1CCOCC1 returned KCNQ2 block inactive and Kir21 inh -2.7.

Next part.
NNC(=O)COc1ncn(-c2ccccc2)n1 was read as KCNQ2 block inactive and Kir21 inh -0.39.
For COc1ccc(-n2c(-c3cccc(C)c3[N+](=O)[O-])n[nH]c2=S)cc1 the results were KCNQ2 block inactive and Kir21 inh -0.77.
Screening O=c1[nH]c2cccnc2n(CCNc2ncc(C(F)(F)F)cc2Cl)c1=O returned KCNQ2 block inactive and Kir21 inh -0.87.
For Cc1ccc(C(=O)N2CCOCC2)c(F)c1F the results were KCNQ2 block inactive and Kir21 inh -1.3.
Screening Cc1cc(C=O)c(O)cc1O returned KCNQ2 block inactive and Kir21 inh -0.06.
Screening CC(=O)c1ccc(N=c2scc(C)n2C(C)C)cc1 returned KCNQ2 block inactive and Kir21 inh -0.14.
For O=[N+]([O-])c1ccc(N2CCOCC2)c(S(=O)(=O)N2CCOCC2)c1 the results were KCNQ2 block inactive and Kir21 inh -0.69.
`Cc1noc(C)c1C(c1ccccc1)c1ccccc1` gave KCNQ2 block inactive and Kir21 inh -0.71.
CCCCCCCCCCCCN1[C@@H](CC(C)=O)c2cc(C(F)(F)F)ccc2S1(=O)=O was read as KCNQ2 block inactive and Kir21 inh 1.5.
For CCCc1n[nH]c(=S)n1Cc1ccco1 the results were KCNQ2 block inactive and Kir21 inh 2.1.
NNC(=O)c1ccc(S(=O)(=O)N2CCc3ccccc32)cc1 was read as KCNQ2 block inactive and Kir21 inh -0.99.
For CCCn1nnc(NC(=O)Cc2ccccc2)n1 the results were KCNQ2 block inactive and Kir21 inh -0.44.

A section taken from the entries so far, as a working copy:
NNC(=O)COc1ncn(-c2ccccc2)n1 was read as KCNQ2 block inactive and Kir21 inh -0.39.
For COc1ccc(-n2c(-c3cccc(C)c3[N+](=O)[O-])n[nH]c2=S)cc1 the results were KCNQ2 block inactive and Kir21 inh -0.77.
Screening O=c1[nH]c2cccnc2n(CCNc2ncc(C(F)(F)F)cc2Cl)c1=O returned KCNQ2 block inactive and Kir21 inh -0.87.

(next part)
`Nc1ncccc1OCc1cccc(C(F)(F)F)c1` gave KCNQ2 block inactive and Kir21 inh -1.7.
`CC1=CC(=C2N=C(c3ccccc3)OC2=O)C=C(C)O1` gave KCNQ2 block inactive and Kir21 inh -1.2.
`CCn1c(SCC(=O)N/N=C/c2ccccc2OCC(=O)O)nnc1-c1ccc(C)cc1` gave KCNQ2 block inactive and Kir21 inh 2.7.
Screening CN(C)CCNC(=O)C(=O)C1C(=O)Nc2ccccc21 (stereo not drawn) returned KCNQ2 block inactive and Kir21 inh 0.24.
For C=C(C)C(=O)Nc1cccc(C2=NOC3(C2)C[C@@H](C(N)=O)N(C(=O)/C(C)=C/C)C3)c1 (stereo partly drawn) the results were KCNQ2 block inactive and Kir21 inh -1.9.
Screening Cc1noc(C)c1S(=O)(=O)Nc1ccc(C(=O)N2CCc3ccccc3C2)cc1 returned KCNQ2 block inactive and Kir21 inh 0.22.
`CN(c1ccccc1C(=O)Nc1cccc(Cl)c1Cl)S(C)(=O)=O` gave KCNQ2 block inactive and Kir21 inh 0.59.
Screening O=C(N(c1ccccc1)c1ccccc1)N(c1ccccc1)c1ccccc1 returned KCNQ2 block inactive and Kir21 inh 0.37.
Screening CN(CC1CCN(CCc2cccc(C(F)(F)F)c2)CC1)C(=O)c1ccc(F)cc1 returned KCNQ2 block inactive and Kir21 inh -0.04.
O=C(Nc1cccc(/C=C/c2ccccn2)c1)c1cc(Cl)ccn1 was read as KCNQ2 block inactive and Kir21 inh -0.77.
Screening O=C1c2ccccc2C(=O)N1c1cccnc1 returned KCNQ2 block inactive and Kir21 inh 2.6.
CC(Sc1nnc(N)s1)c1ccccc1Cl (stereo not drawn) was read as KCNQ2 block inactive and Kir21 inh -1.2.
`Cc1ccccc1NC(=O)C(=O)NCCCN1CCOCC1` gave KCNQ2 block inactive and Kir21 inh -0.31.
`CCOC(=O)C(CC)Sc1ncnc2nc[nH]c12` (stereo not drawn) gave KCNQ2 block inactive and Kir21 inh 1.1.
Screening CC(C)c1nnc(NC(=O)CCCCCN2C(=O)C3C4C=CC(C4)C3C2=O)s1 (stereo not drawn) returned KCNQ2 block inactive and Kir21 inh 0.06.
`COc1ccc(CCNC(=O)c2cc(=O)[nH]c3ccc(Br)cc23)cc1OC` gave KCNQ2 block inactive and Kir21 inh 0.3.
For O=[N+]([O-])c1cccc(-c2cc(-c3cc(Br)ccc3O)[nH]n2)c1 the results were KCNQ2 block inactive and Kir21 inh 0.23.
`Cc1ccc(-c2csc(C3C(N)=NC(S)=C(C#N)C34CCCCC4)n2)cc1` (stereo not drawn) gave KCNQ2 block inactive and Kir21 inh -3.
COc1ccc(S(=O)(=O)NCCCCNS(=O)(=O)c2ccc(OC)cc2)cc1 was read as KCNQ2 block inactive and Kir21 inh -0.74.
For COc1ccc2[nH]c3c(=O)n4c(nc3c2c1)SCC4 the results were KCNQ2 block inactive and Kir21 inh -0.78.
Screening FCCCOc1ccc(CN2CCN(c3ccccc3F)CC2)cc1 returned KCNQ2 block inactive and Kir21 inh 0.52.
Screening O=C(NN1CCOCC1)c1cccc(Cl)c1 returned KCNQ2 block inactive and Kir21 inh 1.3.
`Nc1nc(Nc2cccc(F)c2)nc2ccccc12` gave KCNQ2 block inactive and Kir21 inh -0.99.
`COc1ccccc1NC(=O)Nc1c(C)nn(C)c1C` gave KCNQ2 block inactive and Kir21 inh -0.1.
Screening O=C(O)C1C2C=CC(C2)C1C(=O)Nc1cccc(F)c1 (stereo not drawn) returned KCNQ2 block inactive and Kir21 inh -0.08.
For CCOC(=O)N/N=C(/c1ccccc1)C1CCCCC1 the results were KCNQ2 block inactive and Kir21 inh -1.6.
`O=C(C1CC1)N1CCN(Cc2ccccc2)CC1` gave KCNQ2 block inactive and Kir21 inh 0.16.
`O=C(O)CNS(=O)(=O)Cc1ccccc1` gave KCNQ2 block inactive and Kir21 inh -0.01.

Screening data (PubChem)
